AmpC no deterg = inhibitors of E. coli AmpC beta-lactamase without detergent | P00811 | AmpC nitrocefin hydrolysis, absorbance 480 nm, 0.0001% Triton | Potency, µM (series often up to 57.1 µM), for the others: at the highest dose activity change, negative = inhibition, actives largely listed as inhibitors | 0.52% of 330,000 active | AID 485341;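 further: potency means the concentration at half of the fitted maximal effect; plate controls were no compound for no effect and no enzyme for full effect; nearly all actives have a fitted effect of over 20% in size; some results filed as inactive show a strong effect at the top dose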
Target sequence (P00811 whole entry, looked up): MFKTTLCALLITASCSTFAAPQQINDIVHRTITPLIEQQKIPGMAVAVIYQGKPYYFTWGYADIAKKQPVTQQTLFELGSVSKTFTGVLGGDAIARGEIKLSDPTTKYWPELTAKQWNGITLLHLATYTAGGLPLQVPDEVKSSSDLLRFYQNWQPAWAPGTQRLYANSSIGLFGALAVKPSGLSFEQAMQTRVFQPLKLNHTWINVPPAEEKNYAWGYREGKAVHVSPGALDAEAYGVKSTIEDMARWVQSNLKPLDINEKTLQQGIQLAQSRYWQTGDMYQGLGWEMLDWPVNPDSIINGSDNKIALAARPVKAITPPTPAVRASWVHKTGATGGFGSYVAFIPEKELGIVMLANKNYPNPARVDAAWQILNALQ
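AmpC (5.3 nM in the dispensed reagent) in 20 mM phosphate pH 7.0 with 0.01% (detergent screen) or 0.0001% Triton X-100 was preincubated with compounds for 15 min at room temperature. Nitrocefin was then added from an 800 uM solution, and hydrolysis was followed at 480 nm.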
Sm TGR block = blocks Schistosoma mansoni thioredoxin glutathione reductase; Q962Y6; purified TGR, DTNB reduction, TNB absorbance 405 nm; Potency, µM (highest dose often 114 µM), for the others: at the highest dose activity change, negative = inhibition, most hits filed as inhibitors; 3% of 360,000 active; further: potency means the concentration at half of the fitted maximal effect; nearly all actives have a fitted effect of over 60% in size
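TGR 20 nM + NADPH 100 uM (dispensed conc.), cpd preinc 15 min RT; start with NADPH (500 uM addition) then DTNB (15 mM addition). Kinetic TNB absorbance, 405 nm filter. Four-parameter Hill fit across titration.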
Giardia FBPA inh = inhibitors of Giardia lamblia fructose-1,6-bisphosphate aldolase; Potency, µM (top dose mostly 59.6 µM), for inactives: top-dose activity, negative = inhibition, hits mostly inhibitors; AID 2451; A8B2U2; purified Giardia FBPA; 0.71% of 290,000 active; further: potency means the concentration at half of the fitted maximal effect; nearly all actives have a fitted effect of over 55% in size
Target sequence (A8B2U2 whole entry, looked up): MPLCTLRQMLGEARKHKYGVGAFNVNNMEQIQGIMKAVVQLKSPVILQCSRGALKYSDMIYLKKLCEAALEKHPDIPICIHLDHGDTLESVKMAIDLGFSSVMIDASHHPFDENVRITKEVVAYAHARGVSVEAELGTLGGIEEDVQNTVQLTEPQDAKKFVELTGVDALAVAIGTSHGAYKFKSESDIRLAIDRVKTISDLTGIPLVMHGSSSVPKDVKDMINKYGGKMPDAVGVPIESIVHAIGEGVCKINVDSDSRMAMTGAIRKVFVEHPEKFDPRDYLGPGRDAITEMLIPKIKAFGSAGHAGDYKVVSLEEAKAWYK
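Giardia FBPA (40 nM reagent) was preincubated 10 min at RT with compound (up to 57.5 uM final), then substrate plus GAPDH/TPI/NAD/arsenate coupling system with diaphorase/resazurin was added; resorufin fluorescence (525/598 nm) was read after 20 min.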
HCMV inh = blocks human cytomegalovirus replication; 4.5% of 410,000 active; activity change, negative = inhibition, % at 57.5 µM; HFF cells, HCMV-luciferase reporter, 72 h; active compounds read low; AID 1259415; in the data active means activity change below about -60%; inconclusive means no clear call, values can overlap the other calls; inactive means above about -39%
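Cell-based, HFFs, 1000 cells/well, 16 h 37C; cpds in DMSO + HCMV-luc, MOI 1 PFU/cell; 72 h 37C; OneGlo luminescence after 5 min RT; norm. to buffer vs Salinomycin 10uM.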
AmpC detergent = AmpC beta-lactamase inhibition with detergent present | 0.041% of 370,000 active | Potency, µM (titrated, usually from 114 µM), without a hit: at the highest dose activity change, negative = inhibition, usual class: inhibitors | AmpC hydrolysis of nitrocefin, absorbance 480 nm, 0.01% Triton;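 further: potency means the concentration at half of the fitted maximal effect; 0% = no-compound wells and -100% = no-enzyme wells; nearly all actives have a fitted effect of over 25% in size; some results filed as inactive show a strong effect at the top dose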
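AmpC (5.3 nM in the dispensed reagent) in 20 mM phosphate pH 7.0 with 0.01% (detergent screen) or 0.0001% Triton X-100 was preincubated with compounds for 15 min at room temperature. Nitrocefin was then added from an 800 uM solution, and hydrolysis was followed at 480 nm.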
HCV inh = blocks hepatitis C virus | Huh7.5.1 HCVcc-Cre infection, luciferase reporter, 44 h | Potency, µM (highest dose often 41.8 µM), for the others: at the top dose activity change, negative = inhibition, hits mostly inhibitors | 3.4% of 340,000 active | AID 651820; further: potency means the concentration at half of the fitted maximal effect
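Whole-lifecycle infectious HCVcc-Cre system; cells 1,000/well, compound then virus (~0.5 moi) added 4 h after plating, 44 h culture. Luciferase read 15 sec following 15 min substrate incubation, room temp.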
The depositor's hits bear a star; ? = inconclusive; . = not tested or not shown; & = joins results of further samples; [ ] = remark or other dose. Unless noted, the call rests on the fitted dose curve; in most records, active means well fitted curve in the direction sought with a large enough effect; inconclusive means small, poorly fitted or top-dose-only effect, or another doubt; inactive means no such curve, though single readings can be large; an effect the other way counts as inactive or inconclusive. Unless noted, on the % scale 0 is the no-effect control and ±100 the full control effect.

Assay codes – A = AmpC no deterg; B = Sm TGR block; C = Giardia FBPA inh; D = HCMV inh; E = AmpC detergent; F = HCV inh
> Cc1ccc(-n2nnnc2SCC(=O)NNC(=O)c2ccc([N+](=O)[O-])cc2)cc1
  A: -16.2%	B: 10.9%	C: 4.3%	D: -26.9	E: -7.1%	F: -21.0%

> COC(=O)c1[nH]c2ccccc2c1Sc1ccccc1
  A: -7.7%	B: -6.2%	C: -4.3%	D: ?	E: 0.1%	F: -1.7%

> Cc1ccc2c(c1)C(c1ccc(F)cc1)N(C(=O)C(C)C)CC(=O)N2 (centres undefined)
  A: .	B: 2.7%	C: .	D: -104.5*	E: 4.5%	F: .

> CCOC(=O)c1c(S(=O)(=O)NCc2ccc(C)o2)c(C)n(C)c1C
  A: -2.2%	B: -22.6%	C: -1.7%	D: 3.1	E: -0.5%	F: 12.6%

> COc1ccccc1NC(=O)c1cc(C2CC2)nc2c1c(C)nn2-c1ccc(C)cc1
  A: .	B: 18.1%	C: .	D: 16.5	E: 14.9%	F: .

> CCOc1ccccc1N1CC(C(=O)NCCc2ccc(S(N)(=O)=O)cc2)CC1=O (centres undefined)
  A: -18.9%	B: -3.6%	C: 4.6%	D: 20.0	E: 1.5%	F: 5.6%

> O=C(N/N=C/c1nn(-c2ccccc2)cc1-c1ccccc1)c1ccncc1
  A: 144.8%[activator]	B: 2.2%	C: -0.1%	D: -25.5	E: ?	F: ?

> Cc1cc(C=O)c(C)n1-c1sc2c(c1C(=O)O)CCCC2
  A: -16.9%	B: 6.6%	C: 17.5%	D: -4.4	E: -3.7%	F: 4.4%

> COc1ccccc1CCN=C(N)NS(=O)(=O)c1ccccc1
  A: -18.6%	B: -4.5%	C: 1.8%	D: -2.9	E: 4.4%	F: -10.4%

> O=C(Nc1nccs1)c1ccc2ccccc2c1
  A: -41.2%	B: 1.4%	C: -7.9%	D: 313.1	E: -5.5%	F: ?

> CC(=O)Nc1nonc1-c1nnc(SCC(=O)Nc2cc(Cl)ccc2C)n1C
  A: .	B: 2.2%	C: .	D: -13.4	E: 12.6%	F: .

> CC(C)c1ccccc1OCCNC(=O)c1cccnc1
  A: -4.4%	B: 2.9%	C: -2.5%	D: -37.0	E: -12.5%	F: -23.1%

> CNc1cccccc1=S
  A: 28.7%	B: 5.62µM*	C: 9.98µM*	D: -18.7	E: 0.1%	F: -3.2%

> CCOc1ccc(C(=O)c2cn(CC(=O)Nc3ccc4c(c3)OCCO4)c3ccc(OC)cc3c2=O)cc1
  A: .	B: 14.5%	C: .	D: -37.8	E: 8.1%	F: .

> CN1CCN(C(=O)c2ccc(OCCOc3ccccc3)cc2)CC1
  A: 16.7%	B: -0.7%	C: 10.8%	D: .	E: 6.1%	F: 8.6%

> CC1CCN(S(=O)(=O)c2nnc(NC(=O)c3cccc(Br)c3)s2)CC1
  A: .	B: 3.6%	C: .	D: -4.1	E: 17.7%	F: .

> O=c1cc(-c2ccccc2)nc(SCc2nc(-c3cccc(C(F)(F)F)c3)no2)[nH]1
  A: .	B: -3.4%	C: .	D: 0.0	E: 27.4%	F: .

> Cc1ccnc(NS(=O)(=O)c2ccc(NC(=O)CC(C)c3ccccc3)cc2)n1 (centres undefined)
  A: -26.6%	B: 0.5%	C: -6.2%	D: ?	E: -5.9%	F: 0.6%

> OCCN(Cc1ccccc1)Cc1cccc(Cl)c1Cl
  A: 8.6%	B: 9.1%	C: ?	D: -29.6	E: 7.0%	F: -19.3%

> COc1cc(C(=O)NC2(C(F)(F)F)NC(=O)N(CCCc3ccccc3)C2=O)cc(OC)c1OC (centres undefined)
  A: 37.7%	B: -2.3%	C: 0.0%	D: 28.5	E: ?	F: ?

> COc1ccccc1-n1c2nc3ccccc3nc2c2c(=O)n(-c3cc(C)cc(C)c3)cnc21
  A: 0.5%	B: 7.7%	C: -15.6%	D: -69.4*	E: 6.6%	F: ?

> CSc1ccccc1C(=O)NCCSc1ccc(C)cc1
  A: -28.1%	B: 5.9%	C: 2.6%	D: -7.3	E: 6.0%	F: -11.8%

> CCc1ccc(N(C(=O)CNC(=O)c2cccs2)C(C(=O)NC(C)(C)C)c2cc(OC)c(OC)c(OC)c2)cc1 (centres undefined)
  A: -9.6%	B: -32.3%	C: -8.6%	D: -29.2	E: -12.9%	F: ?

> C=CCn1c(Sc2ccccc2)nc2c1c(=O)[nH]c(=O)n2C
  A: -11.9%	B: -2.5%	C: 7.0%	D: -7.8	E: ?	F: 5.3%

> O=C(Cn1cccc1C(=O)c1ccccc1)NCc1ccc(F)cc1
  A: -11.0%	B: -13.1%&6.1%	C: 3.3%	D: ?	E: 16.9%	F: 8.8%

> CCc1ccc(CN(Cc2ccco2)C(=O)COc2ccc(Cl)c(C)c2)cc1
  A: .	B: 10.3%	C: .	D: -9.0	E: 3.3%	F: .

> CCCCOc1ccc(S(=O)(=O)N2CCCCCC2)cc1
  A: -5.8%	B: -4.8%	C: 1.4%	D: 6.2	E: -3.3%	F: -7.7%

> Cc1c(N2C(=O)/C(=C/c3ccccc3)SC2=S)c(=O)n(-c2ccccc2)n1C
  A: 5.2%	B: 5.7%	C: 6.4%	D: ?	E: -10.3%	F: -6.3%

> O=C(CCCn1c(=O)c2cccn2c2ccccc21)NCc1ccccc1Br
  A: .	B: 0.2%	C: .	D: 7.8	E: 22.8%	F: .

> CSc1cccc(NC(=S)N(CCCN2CCCC2)Cc2cccn2Cc2ccc(Cl)cc2)c1
  A: 68.1%[activator]	B: 4.4%	C: 4.5%	D: ?	E: 7.4%	F: ?

Arranged by number of heavy atoms (smallest number first): 5 of the compounds above.
Assay codes – A = AmpC no deterg; B = Sm TGR block; C = Giardia FBPA inh; D = HCMV inh; E = AmpC detergent; F = HCV inh
> CCCCOc1ccc(S(=O)(=O)N2CCCCCC2)cc1
  A: -5.8%	B: -4.8%	C: 1.4%	D: 6.2	E: -3.3%	F: -7.7%

> C=CCn1c(Sc2ccccc2)nc2c1c(=O)[nH]c(=O)n2C
  A: -11.9%	B: -2.5%	C: 7.0%	D: -7.8	E: ?	F: 5.3%

> O=C(Cn1cccc1C(=O)c1ccccc1)NCc1ccc(F)cc1
  A: -11.0%	B: -13.1%&6.1%	C: 3.3%	D: ?	E: 16.9%	F: 8.8%

> CSc1cccc(NC(=S)N(CCCN2CCCC2)Cc2cccn2Cc2ccc(Cl)cc2)c1
  A: 68.1%[activator]	B: 4.4%	C: 4.5%	D: ?	E: 7.4%	F: ?

> CCc1ccc(N(C(=O)CNC(=O)c2cccs2)C(C(=O)NC(C)(C)C)c2cc(OC)c(OC)c(OC)c2)cc1 (centres undefined)
  A: -9.6%	B: -32.3%	C: -8.6%	D: -29.2	E: -12.9%	F: ?

Going on with the list:
Assay codes – A = AmpC no deterg; B = Sm TGR block; C = Giardia FBPA inh; D = HCMV inh; E = AmpC detergent; F = HCV inh
> O=C(CSc1nc(Nc2ccccc2)nc(N2CCOCC2)n1)NC1CCCCC1
  A: -13.0%	B: -3.7%	C: .	D: -0.3	E: -3.9%	F: -25.1%

> COc1cccc(NC(=O)C(=O)N2CCOCC2)c1
  A: -4.3%	B: -22.9%	C: 3.4%	D: 47.9	E: 1.0%	F: -8.2%

> C/C(CS(=O)(=O)c1ccccc1)=N\O
  A: -1.9%	B: .	C: -0.2%	D: ?	E: 1.6%	F: 20.5%

> CCOC(=O)c1sc(NC(=O)CSc2nnc(Cc3ccccc3)o2)c(C(=O)OCC)c1C
  A: -4.7%	B: 12.6%	C: -4.4%	D: 0.5	E: ?	F: 6.31µM*

> Cn1ccnc1P(=S)(c1nccn1C)N1CCOCC1
  A: -14.4%	B: -2.5%[11.4 µM]	C: -12.7%	D: 49.3	E: -9.2%	F: 1.0%

> CC(C)(C)C(O)(CC#CCN1CCCC1)c1ccccc1 (centres undefined)
  A: 3.3%	B: -7.2%	C: -6.7%	D: -13.3	E: -4.8%	F: -11.5%

> CCOc1ccc(/C=C/c2nc(C#N)c(NCc3ccccc3)o2)cc1
  A: .	B: -6.8%	C: .	D: -92.7*	E: 2.1%	F: .

> O=C(NC(=S)NNS(=O)(=O)c1ccccc1)c1ccc([N+](=O)[O-])cc1
  A: -18.6%	B: 20µM*	C: ?	D: -21.4	E: -3.0%	F: 3.0%

> Cc1cc(NS(=O)(=O)c2ccc(NC(=O)Nc3ccccc3)cc2)no1
  A: -17.0%	B: -16.1%	C: 9.1%	D: -8.3	E: -6.9%	F: 18.5%

> Nc1cccc(NC(=O)c2cccs2)c1
  A: -28.7%	B: -27.1%	C: -16.6%	D: 26.9	E: -13.1%	F: -16.0%

> COc1ccc(CCNC(=O)[C@H](C)NC(=O)[C@@H]2CSC3c4ccccc4C(=O)N32)cc1 (some centres undefined)
  A: 21.3%	B: -10.7%	C: .	D: -3.9	E: 2.0%	F: -9.1%

> CC(C)(C)C(=O)NC1CC2CCCC(C1)N2C(=O)Nc1ccccc1Cl (centres undefined)
  A: -16.1%	B: -26.5%	C: -8.9%	D: 5.3	E: -10.4%	F: 2.8%

> COC(=O)C1=CN(CC2CCCO2)C=C(C(=O)OC)C1c1ccsc1 (centres undefined)
  A: 22.2%	B: -28.3%	C: 2.5%	D: 46.9	E: -17.1%	F: 7.8%

> O=C(CSc1nnc(Cc2ccccc2)o1)c1cc(F)ccc1F
  A: -24.8%	B: 0.6%	C: -10.0%	D: -34.8	E: -6.5%	F: -5.3%

> COc1nc(OCC#N)nc(N2CCCCC2)n1
  A: -3.7%	B: 10.9%	C: 2.9%	D: ?	E: -5.8%	F: -3.8%

> CCOC(=O)c1[nH]c(C)c(C(=O)OCC(=O)N2c3ccccc3CC2C)c1C (centres undefined)
  A: -21.1%	B: 3.7%	C: -16.5%	D: ?	E: ?	F: .

> NC(=O)c1oc2ccccc2c1NC(=O)C1CC(=O)N(c2ccccc2)C1 (centres undefined)
  A: -1.7%	B: -4.6%	C: .	D: -19.9	E: ?	F: 4.3%

> COC(=O)C1C(=O)NC(SC)=C(C#N)C1c1ccccc1 (centres undefined)
  A: -38.7%	B: -3.4%	C: 4.6%	D: 4.6	E: 6.6%	F: -19.7%

> CCCCCCC[C@@H](C/C=C/CCC(=O)N(C)C/C(=C/Cl)C/C(=C\C(=O)N1CC(OC)=CC1=O)OC)OC
  A: 23.2%	B: .	C: .	D: ?	E: .	F: ?

> CCOC(=O)c1c(-c2ccccc2)oc2ccc(NS(=O)(=O)c3ccc(C(C)C)cc3)cc12
  A: .	B: -1.3%	C: .	D: 20.7	E: 10.1%	F: .

> CC(C)OCCCNc1ncc2c(n1)CC(c1cccs1)CC2=O (centres undefined)
  A: -9.5%	B: 4.1%	C: ?	D: 28.9	E: 11.5%	F: -0.2%

> Clc1cccc(Cc2nn[nH]n2)c1
  A: -13.7%	B: 2.9%	C: ?	D: 17.4	E: -3.1%	F: 7.2%

> CC(C)(C)CN1CCN(Cc2cccnc2)CC1CCO (centres undefined)
  A: -7.2%	B: -17.7%	C: 8.2%	D: 78.3	E: -13.2%	F: 11.7%

> COc1cccc(NC(=S)NN=C2CCC(C(C)(C)C)CC2)c1 (centres undefined)
  A: -24.0%	B: -0.1%	C: -1.9%	D: 56.5	E: 4.3%	F: -22.7%

High-throughput results from PubChem.
